NCI-60 one-dose screen, 48 h, at 10 µM unless noted. Numbers give growth in % (100 = growth as untreated, 0 = no growth, -100 = all killed).
NCI-H226: NCI-H226 lung cancer. 79,000 compounds, 3.5% hits
HT29: HT29 colon cancer. 81,000 compounds, 7.4% hits
NCI-H322M: NCI-H322M lung cancer; 80,000 compounds, 2.7% hits
KM12: KM12 colon cancer cells. 82,000 compounds, 5% hits
SW-620: SW-620 colon cancer | 82,000 compounds, 5.2% hits | AID 1794795
COLO 205: COLO 205 colon cancer; AID 1794742; 79,000 compounds, 7.3% hits
NCI-H460: NCI-H460 lung cancer. 82,000 compounds, 6.8% hits
HCT-116: HCT-116 colon cancer. 82,000 compounds, 7.3% hits. AID 1794798
HCT-15: HCT-15 colon cancer; 82,000 compounds, 5.2% hits
* = called active by the depositor; . = no result given; & = joins results of further samples. The calls were made as follows: active = growth percent below 10; inactive = the rest.

1. N#CC1=C(N)Oc2c(c(N)nn2-c2ccccc2)C1c1ccc(Cl)cc1 (stereo not drawn)
2. COc1c(/C=N/N=c2sc(C(=O)c3cc4ccccc4o3)nn2-c2ccccc2)c(O)cc2oc(C)cc(=O)c12
3. COc1ccc(-c2nc3sccn3c2-c2nc3ccccc3[nH]2)cc1
4. O=C1C=Cc2ccc(O)cc2C1=O
5. Cn1ccnc1C(=O)/C=C/c1ccc(C(=O)Nc2c(F)c(F)c(F)c(F)c2F)cc1
6. COc1cc(Nc2ccnc(N3CCN(c4ccnc5cc(Cl)ccc45)CC3)n2)cc(OC)c1
7. CCOC(=O)c1cnn2c(SC)ncnc12
8. NC(=O)c1ccc(OCc2ccccc2)nc1
9. CCCCNc1nnc(-c2ccc(-n3nc(-c4ccc(OC)cc4)cc3-c3ccc(OC)cc3)cc2)o1
10. CCCN1[C@@H]2CC[C@H]1/C(=C\c1ccc(OC)c(OC)c1)C(=O)/C2=C/c1ccc(OC)c(OC)c1
assay / compound | 1 | 2 | 3 | 4 | 5 | 6 | 7 | 8 | 9 | 10
NCI-H226 | 87 | 91 | 95 | 87 | 13 | 9.2* | . | 105 | 75 | 67
HT29 | 107 | 106 | 91 | 104 | 1.2* | -15* | 89 | 108 | . | 30
NCI-H322M | 101 | 101 | 102 | 114 | 6.9* | 23 | 109 | 111 | 101 | 47
KM12 | 104 | 100 | 100 | 113 | -59* | 8.3* | 103 | 110 | 82 | 55
SW-620 | 98 | 101 | 98 | 109 | -14* | 11 | 99 | 105 | 81 | 43
COLO 205 | 106 | 117 | 103 | 105 | -24* | -11* | 89 | 116 | 84 | 51
NCI-H460 | 103 | 103 | 103 | 114 | -41* | 6.0* | 105 | 110 | 76 | 40
HCT-116 | 96 | 94 | 107 | 105 | -22* | 5.1* | 88 | 106 | 73 | 22
HCT-15 | 107 | 99 | 106 | 110 | -15* | 9.9* | 101 | 112 | 79 | 42

11. C[C@@H]1NC(=O)[C@H](Cc2ccccc2)N(Cc2ccco2)C1=O
12. Cc1cc2nc(CC(=O)c3ccccc3)c(CC(=O)c3ccccc3)nc2cc1C
13. COc1ccc(-c2nc(N=Nc3c(O)[nH]c4ccc(Br)cc34)[nH]c(=O)c2C#N)cc1OC
14. COc1ccc(/C=C/C(=O)c2c(O)c(C)c(O)c3c2OC2=CC(O)=C(C(C)=O)C(=O)[C@]23C)cc1
15. Cn1c(C#N)ccc1-c1ccc(F)c(NC(=O)c2ccc(F)cc2)c1
16. O=C(Cc1ccccc1[N+](=O)[O-])c1ccc2c(c1)OCO2
17. COc1ccc(-n2c(C(O)c3ccccc3)n[nH]c2=S)cc1 (stereo not drawn)
18. c1cc2[nH]c3ccncc3c2cn1
19. Cc1ccncc1C(N)=O
20. Cc1ccc(S(=O)(=O)N/N=C2\CC3CCC2(C)C3(C)C)cc1 (stereo not drawn)
assay / compound | 11 | 12 | 13 | 14 | 15 | 16 | 17 | 18 | 19 | 20
NCI-H226 | 95 | 75 | 88 | -28* | 105 | 97 | . | 106 | 95 | 97
HT29 | 99 | 109 | 107 | -27* | 47 | 102 | 113 | 95&103 | 105 | 108
NCI-H322M | 99 | 86 | 99 | -18* | 98 | 103 | 102 | 101&106 | 104 | 116
KM12 | 110 | 98 | 102 | -4.1* | 61 | 107 | 101 | 100&107 | 90 | 95
SW-620 | 97 | 98 | 102 | 6.7* | 45 | 99 | 105 | 102&111 | 98 | 99
COLO 205 | 115 | 112 | 112 | -74* | 91 | 116 | 110 | 96&99 | 124 | 113
NCI-H460 | 108 | 91 | 101 | 1.7* | 80 | 101 | 108 | 109&110 | 101 | 108
HCT-116 | 96 | 82 | 104 | -8.4* | 77 | 103 | 96 | 98&125 | 95 | 104
HCT-15 | 108 | 92 | 101 | -21* | 67 | 104 | 107 | 105&116 | 97 | 100

The list goes on, starting with the last 2 of the part before.
19. Cc1ccncc1C(N)=O
20. Cc1ccc(S(=O)(=O)N/N=C2\CC3CCC2(C)C3(C)C)cc1 (stereo not drawn)
21. Cc1c(C)c2c(c(C)c1OC(=O)CCC(=O)[O-])CCC(C)(CCCCCCCCCCC[P+](c1ccccc1)(c1ccccc1)c1ccccc1)O2 (stereo not drawn)
22. CC(=O)O[C@@H]1CCN2C(=O)Nc3ncccc3[C@@H]2C1
23. O=C(NC1CCCCC1)C1=NCCCCN1
24. COC(=O)C(=[N+]=[N-])C(=O)c1cccc([N+](=O)[O-])c1
25. CC1S/C(=N\NC(=O)Cc2csc3nc(-c4ccc(Br)cc4)cn23)N(C)C1=O (stereo not drawn)
26. COc1cc(C2CC(c3cc(OC)c(OC)c(OC)c3)=Nc3c(N)nc(N)nc3N2)ccc1Oc1nc(NCCO)nc(N2CCOCC2)n1 (stereo not drawn)
27. O=C1NC(=O)C(c2c[nH]c3ncccc23)=C1c1cccc2ccccc12
28. COc1ccc(-c2cc(-c3ccc(Nc4ncnc5cc(Cl)ccc45)cc3)nc(N3CCCCC3)n2)cc1OC
29. Clc1ccc(N/N=c2/oc3ccccc3cc2-c2cc3ccccc3[nH]2)cc1
30. OCCN/N=C/c1ccncc1
assay / compound | 19 | 20 | 21 | 22 | 23 | 24 | 25 | 26 | 27 | 28 | 29 | 30
NCI-H226 | 95 | 97 | -6.9* | 109 | 101 | . | 103 | 84 | 70 | 98 | 78 | 102
HT29 | 105 | 108 | 6.2* | 103 | 103 | 105 | 97 | 107 | 97 | 105 | 69 | 106
NCI-H322M | 104 | 116 | 1.0* | 101 | 104 | 104 | 97 | 86 | 76 | 104 | 79 | 114
KM12 | 90 | 95 | -88* | 106 | 107 | 100 | 84 | 100 | . | 103 | 58 | 110
SW-620 | 98 | 99 | 9.1* | 125 | 101 | 110 | 111 | 103 | 79 | 104 | 79 | 109
COLO 205 | 124 | 113 | -53* | 109 | 111 | 103 | 115 | 110 | 85 | 109 | 96 | 124
NCI-H460 | 101 | 108 | -69* | 105 | 104 | 96 | 93 | 106 | 81 | 103 | 85 | 114
HCT-116 | 95 | 104 | -10.0* | 104 | 105 | 76 | 96 | 100 | 85 | 97 | 67 | 108
HCT-15 | 97 | 100 | 2.7* | 107 | 104 | 107 | 99 | 102 | 54 | 99 | 59 | 110

31. Cc1ccccc1C(=O)Nc1ccccc1
32. O=c1[nH]c(Cl)ncc1F
33. CN1CCC(NC(=O)Nc2ncccc2OCc2ccccc2)CC1
34. O=c1oc2c(Cl)cc(Cl)cc2cc1-c1nc2ccccc2[nH]1
35. N#Cc1c(NC(=O)c2ccccc2C(F)(F)F)sc2c1CCC(=O)C2
36. N=C(N)S(=O)O
37. CCOC(=O)c1c2c(cn1Cc1cc(OC)cc(OC)c1)-c1oncc1CC2
38. CCCC(=O)NCCNc1nccc(Nc2ccc(S(=O)(=O)Nc3ccccn3)cc2)n1
39. Nc1ccc(Oc2ccc(Cl)cc2)c(Cl)c1
40. C=C1CC[C@H](O)C/C1=C/C=C1\CCCC2(C)C1CCC2C(C)CCCC(C)C (stereo partly drawn)
assay / compound | 31 | 32 | 33 | 34 | 35 | 36 | 37 | 38 | 39 | 40
NCI-H226 | 110 | 96 | 82 | 86 | 14 | 97 | 91 | 94 | 98 | 107
HT29 | 94 | 62 | 91 | 112 | 8.9* | 95 | 119 | 100 | 96 | 92
NCI-H322M | 108 | . | 106 | 106 | 95 | 106 | 97 | 95 | 78 | 103
KM12 | 103 | 61 | 98 | 102 | 6.0* | 103 | 107 | 98 | 96 | 106
SW-620 | 107 | 87 | 98 | 103 | 3.9* | 100 | 108 | 100 | 100 | 106
COLO 205 | 111 | 68 | 123 | 114 | -18* | 97 | 135 | 114 | 101 | 117
NCI-H460 | 107 | 26 | 87 | 105 | 13 | 105 | 109 | 102 | 104 | 104
HCT-116 | 104 | 55 | 82 | 99 | 8.0* | 79 | 98 | 82 | 97 | 93
HCT-15 | 100 | 65 | 86 | 95 | -32* | 101 | 100 | 99 | 106 | 103

41. Cc1ccc(S(=O)(=O)N2CCn3c(nnc3C(F)(F)F)C2)cc1[N+](=O)[O-]
42. COc1cc2nn(-c3ccccc3N)nc2cc1OC
43. Cc1cc(S(=O)(=O)/N=C(\N)n2nc(C)c(C)c2C)c(SCc2ccccc2)cc1Cl
44. Nc1nc(-c2ccccc2)c(-c2ccccc2)s1
45. Cc1c(-c2ccc(Br)cc2)c(=O)oc2cc(O)ccc12
46. COc1nc2ccccc2cc1-c1nc2c(cnn2-c2ccccc2)c(=O)[nH]1
47. COc1ccc(OC)c(C(=O)C[n+]2ccccc2)c1
48. Cn1cc(/C=C2\SC(=S)N(CCCC(=O)Nc3ccc(O)cc3)C2=O)c2ccccc21
49. NS(=O)(=O)c1ccc(N2N=C(c3ccc(Cl)cc3Cl)CCC2=O)cc1
50. C=CCn1c(SCC(=O)Nc2ccc(C(=O)/C=C/c3ccc(Cl)cc3)cc2)nnc1-c1cc(-c2ccc(Cl)cc2)nc2ccccc12
assay / compound | 41 | 42 | 43 | 44 | 45 | 46 | 47 | 48 | 49 | 50
NCI-H226 | 83 | . | 79 | 106 | 96 | 73 | 95 | 100 | 84 | 91
HT29 | 107 | 103 | 64 | 92 | 95 | 9.4* | 97 | 103 | 97 | 92
NCI-H322M | 99 | 97 | 86 | 91 | . | 82 | 97 | 90 | 93 | .
KM12 | 105 | 103 | 82 | 91 | 91 | 29 | 100 | 99 | 104 | 98
SW-620 | 102 | 105 | 75 | 106 | 99 | 21 | 106 | 95 | 97 | 107
COLO 205 | 114 | 119 | 114 | 102 | 104 | 33 | 103 | 111 | 100 | 109
NCI-H460 | 101 | 102 | 81 | 102 | 98 | 24 | 105 | 98 | 103 | 102
HCT-116 | 106 | 103 | 62 | 98 | 81 | 42 | 103 | 105 | 99 | 35
HCT-15 | 96 | 102 | 57 | 97 | 93 | 25 | 101 | 95 | 94 | 90

51. COc1ccc(C(=O)c2cc3c(N)c(C(=O)Nc4ccc(C)cc4)sc3nc2C)cc1
52. CC1=C(C(=O)OCc2ccccc2)C(c2ccc(-n3cncn3)cc2)n2c(nc3ccccc32)N1 (stereo not drawn)
53. Clc1ccccc1-c1ccc(-c2nn3c(Cc4ccccc4)nnc3s2)o1
54. COc1ccc(-c2nnc(/C=C/c3cn(-c4ccccc4)nc3-c3ccccc3)o2)cc1OC
55. O=C(/C(=C\c1ccc([N+](=O)[O-])cc1)S(=O)Cc1ccc(F)cc1)c1ccc(F)cc1 (stereo not drawn)
56. COc1ccc(C(=O)Nc2cccc(C(F)(F)F)c2)cc1
57. O=C(Nc1ccncc1)c1ccc(-n2c(=O)[nH]c3ccccc3c2=O)cc1
assay / compound | 51 | 52 | 53 | 54 | 55 | 56 | 57
NCI-H226 | 57 | 78 | 110 | 97 | 78 | 100 | 87
HT29 | 9.2* | 25 | 112 | 104 | -55* | 97 | 105
NCI-H322M | 49 | 83 | 98 | 97 | 80 | 102 | 98
KM12 | 15 | 39 | 102 | 94 | 43 | 96 | 110
SW-620 | 28 | . | 97 | 92 | -34* | 101 | 101
COLO 205 | 19 | 38 | 117 | 69 | 8.7* | 112 | 102
NCI-H460 | 4.1* | 28 | 104 | 84 | 31 | 104 | 110
HCT-116 | 16 | 41 | 107 | 68 | -21* | 102 | 99
HCT-15 | 12 | 33 | 100 | 96 | 2.6* | 93 | 98

Molecules above containing fluorine, in the order listed:
5. Cn1ccnc1C(=O)/C=C/c1ccc(C(=O)Nc2c(F)c(F)c(F)c(F)c2F)cc1
15. Cn1c(C#N)ccc1-c1ccc(F)c(NC(=O)c2ccc(F)cc2)c1
32. O=c1[nH]c(Cl)ncc1F
35. N#Cc1c(NC(=O)c2ccccc2C(F)(F)F)sc2c1CCC(=O)C2
41. Cc1ccc(S(=O)(=O)N2CCn3c(nnc3C(F)(F)F)C2)cc1[N+](=O)[O-]
55. O=C(/C(=C\c1ccc([N+](=O)[O-])cc1)S(=O)Cc1ccc(F)cc1)c1ccc(F)cc1 (stereo not drawn)
56. COc1ccc(C(=O)Nc2cccc(C(F)(F)F)c2)cc1
assay / compound | 5 | 15 | 32 | 35 | 41 | 55 | 56
NCI-H226 | 13 | 105 | 96 | 14 | 83 | 78 | 100
HT29 | 1.2* | 47 | 62 | 8.9* | 107 | -55* | 97
NCI-H322M | 6.9* | 98 | . | 95 | 99 | 80 | 102
KM12 | -59* | 61 | 61 | 6.0* | 105 | 43 | 96
SW-620 | -14* | 45 | 87 | 3.9* | 102 | -34* | 101
COLO 205 | -24* | 91 | 68 | -18* | 114 | 8.7* | 112
NCI-H460 | -41* | 80 | 26 | 13 | 101 | 31 | 104
HCT-116 | -22* | 77 | 55 | 8.0* | 106 | -21* | 102
HCT-15 | -15* | 67 | 65 | -32* | 96 | 2.6* | 93
